Compound activity deposited in PubChem by National Center for Advancing Translational Sciences (NCATS).
HT1080-NT tox = kills 2HG-producing HT-1080-NT fibrosarcoma cells; Potency, µM (doses to about 46.1 µM), inactives show top-dose activity, negative = less viability, usual class: cytotoxic; AID 686970; 360,000 compounds, 1.6% hits; HT-1080-NT fibrosarcoma viability, CellTiter-Glo ATP luminescence, 48 h;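 also: NT is the 2HG producing partner of a matched IDH1 knockdown line; 0% = DMSO-treated cells and -100% = media-only wells without cells; nearly all actives have a fitted effect of over 55% in size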
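HT-1080-NT fibrosarcoma cells (2HG-overproducing), 750 cells/well in RPMI with 5% FBS, dosed after 2 h and incubated 48 h at 37C. CellTiter-Glo luminescence normalized to DMSO and no-cell wells; concentration-response curves fitted and classed.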
TDP-43 yeast inh = inhibitors of TDP-43 toxicity in yeast; TDP-43 expressing yeast growth rescue, BacTiter-Glo, 24 h; Potency, µM (titrated, usually from 46.1 µM), for the others: at the top dose growth rescue (activation), most hits filed as activators; 410,000 compounds, 1.8% hits; AID 652104; also: % of control where 0% means no effect; nearly all actives have a fitted effect of over 50% in size
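Yeast cells expressing TDP-43 under galactose induction are exposed to compounds for 24 hr at 30 deg C. BacTiter-Glo luminescence measures growth, so protective compounds score as activators.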
HT1080 IDH1KD tx = kills HT-1080 cells with IDH1 knockdown. AID 686971. Potency, µM (top dose mostly 46.1 µM), for the others: top-dose activity, negative = toxicity, most hits filed as cytotoxic. 360,000 compounds, 2% hits. HT-1080 IDH1 knockdown viability, ATP luminescence, 48 h;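 also: 0% = DMSO wells and -100% = cell-free medium wells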
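HT-1080-IDH1KD cells (IDH1 knocked down), 750/well in RPMI with 5% FBS, treated with compound 48 h at 37 degrees C. Viability by CellTiter-Glo luminescence, normalised to DMSO and no-cell wells; concentration-response curves classed.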
SW480 rereplic = DNA re-replication induction in SW480 cells; SW480 DNA re-replication, Hoechst DNA content imaging, 48 h; Potency, µM (top dose mostly 46.1 µM), for the others: at the top dose re-replication activation, usual class: activators; 340,000 compounds, 1.8% hits; AID 624297; also: % of control where 0% means no effect; nearly all actives have a fitted effect of over 55% in size
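Image-based DNA-content assay: after two days of treatment, nuclei were labelled with the DNA dye Hoechst and imaged, and hits were compounds raising the count of nuclei showing high fluorescence intensity.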
GLP-1R inv ag = inverse agonists of human GLP-1 receptor. Potency, µM (series often up to 38.3 µM), for inactives: at the top dose activity change, negative = inhibition, actives largely listed as inhibitors. AID 624417. P43220. HEK293 GLP-1R CRE-luciferase, luminescence, 24 h; GLP-1R form is constitutively active. 410,000 compounds, 1.6% hits; also: % is scaled to controls: 0 for no effect and ±100 for the full control effect; nearly all actives have a fitted effect of over 55% in size
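Assay principle: reduced luminescence from a cAMP-responsive reporter in HEK293 cells co-expressing a constitutively active GLP-1R. Conditions: 24 hr compound incubation, 37 deg C, 5% CO2.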
GLP-1R agonist = agonists of human GLP-1 receptor; P43220; HEK293 GLP-1R CRE-luciferase, luminescence, 4-6 h; cells express a hypersensitive GLP-1R form; Potency, µM (highest dose often 45.6 µM), without a hit: at the highest dose activation, hits mostly activators; 380,000 compounds, 0.007% hits; AID 624172; also: % of control where 0% means no effect
KB-V1 cytotox = KB-V1 MDR subline cytotoxicity | KB-V1 MDR cells viability, CellTiter-Glo, 72 h | Potency, µM (highest dose often 46.1 µM), for the others: at the top dose activity change, negative = cytotoxicity, most hits filed as cytotoxic | 400,000 compounds, 3.4% hits | AID 1347076; also: % is scaled to controls: 0 for no effect and ±100 for the full control effect; nearly all actives have a fitted effect of over 60% in size
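KB-V1, DMEM (no phenol red) + 10% FBS; cpd pin-transferred, titration series; 72 h, 37 degrees C; CellTiter-Glo, luminescence. Data normalized, curve-fit.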
KB-3-1 cytotox = KB-3-1 parental cell cytotoxicity | KB-3-1 viability, CellTiter-Glo ATP luminescence, 72 h | Potency, µM (doses to about 46.1 µM), without a hit: at the top dose activity change, negative = cytotoxic, usual class: cytotoxic | 400,000 compounds, 1.4% hits; also: % is scaled to controls: 0 for no effect and ±100 for the full control effect; nearly all actives have a fitted effect of over 60% in size
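Cytotoxicity in the drug-sensitive parental line KB-3-1 was scored as loss of CellTiter-Glo luminescence following 72 h incubation with compound. Values come from curve fitting of normalized concentration-response data.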
GLP1R cytotox = cytotoxicity counter-screen for GLP-1 receptor inverse agonists; HEK293 cAMP-luciferase reporter cells, luminescence, 24 h; Potency, µM (top dose mostly 38.3 µM), inactives show top-dose activity change, negative = inhibition, actives largely listed as inhibitors; 410,000 compounds, 0.13% hits; AID 624418;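 also: loss of luciferase light is scored as toxicity; % is scaled to controls: 0 for no effect and ±100 for the full control effect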
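A 23 nL compound transfer followed 12 hours of cell culture at 37 deg C; exposure then lasted 24 hr. Luciferase assay detection reagent was dispensed and plates read for luminescence after a 12 min room-temperature wait.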
Active calls of the source: *; ? = inconclusive; · = not tested or not shown; & = joins results of further samples; [ ] = remark or other dose. Calls follow the shape of the dose curve; as a rule, active = well fitted curve in the direction sought with a large enough effect; inconclusive = small, poorly fitted or top-dose-only effect, or another doubt; inactive = no such curve, though single readings can be large; an effect the other way counts as inactive or inconclusive. Potency is read from the fitted curve at half-maximal effect. The list is partial; the hit share may differ from the screen's.

SMILES	HT1080-NT tox	TDP-43 yeast inh	HT1080 IDH1KD tx	SW480 rereplic	GLP-1R inv ag	GLP-1R agonist	KB-V1 cytotox	KB-3-1 cytotox	GLP1R cytotox
CCCCc1ncc(CN2CCCC(C(=O)c3ccc(SC)cc3)C2)[nH]1 (stereo unspecified)	-18%	-21%	2%	-93%[inhibitor]	?	11%	-8%	8%	-1%
COc1cc(SC#N)ccc1N=Cc1c(C)[nH]n(-c2ccc(C)c(C)c2)c1=O	21µM*	23%	15µM*	?	?	-40%[inhibitor]	?	?	?
C[C@]12CC[C@H]3[C@@H](CCC4=CC(=O)CC[C@@]43C)[C@@H]1CC[C@@H]2O	?	?	-4%&0%	-10%&-40%&-2%	11%&13%	17%&45%&22%	3.7µM*	10µM*	11%&-7%
CCCC(=O)c1c(O)[nH]c(=O)[nH]c1=O	-1%	-29%	0%	-9%	4%	1%	5%	-5%	9%
Cc1cc(OC(C)C(=O)N[C@H](C(=O)O)c2ccccc2)c2c3c(c(=O)oc2c1)CCC3 (stereo partly specified)	2%	14%	7%	2%	14%	-3%	0%	0%	0%
COC(=O)C1=C(c2cc3ccccc3s2)C[C@@H]2CC[C@H]1N2C(=O)N1CCOCC1	9.2µM*	4%	8.2µM*	?	?	-2%	-21%	?	-19%
Cc1ccc(Cn2cc(C=O)c(-c3ccc(F)cc3)n2)cc1	-23%	15%	-25%	0%	?	13%	-4%	6%	-7%
CCOP(=O)(OCC)c1nc(-c2ccc(Cl)cc2)oc1NCc1ccccc1	-15%	-7%	-18%	-16%	?	-6%	?	-3%	-14%
CC(C)CC(NC(=O)CCCNC(=O)CCC(=O)OC1O[C@H]2OC3(C)CC[C@H]4[C@H](C)CCC(C1C)C24OO3)C(=O)O (stereo partly specified)	23µM*	20µM*	18µM*	8.2µM*	?	12%	?	7.3µM*	?
CN(C)C(=S)SSC(=S)N(C)C	?	0%	?	1.3µM*	?	-1%&0%	3%	0%	?
Cn1c(=O)c2c(nc(SCc3ccccc3)n2Cc2ccc(Cl)cc2)n(C)c1=O	1%	-13%	-15%	?	1%	4%	-30%	0%	-9%
O=[N+]([O-])c1ccc(NC(=S)NCCc2ccc(F)cc2)cc1	?	-90%[inhibitor]	23µM*	?	11µM*	-13%	-9%	?	?
CC(C)(O)[C@H]1O[C@H]2CC[C@@]3(C)[C@@](O)(CC[C@H]4Cc5c([nH]c6ccccc56)[C@@]43C)C2=CC1=O	?	22µM*	?	0.73µM*	?	3%	-13%	0%	-8%
C/C(=N\NC(N)=O)c1c(O)n(C)c(=O)n(C)c1=O	8%	-27%	2%	-26%	2%	-6%	1%	1%	-4%
CCOC(=O)Cc1csc(NC(=O)c2c(O)c3ccccc3n(CCC(C)C)c2=O)n1	11%	-10%	3%	25%	3%	7%	8.2µM*	?	-6%
Cc1cccc(N2C(=O)/C(=C/c3ccc(CN(CCC#N)S(C)(=O)=O)o3)C(=O)NC2=S)c1	-2%	6%	-8%[9.24 µM]	-4%	1%	-7%	-1%	11%	6%
c1ccc(C2N3CCCN23)cc1 (stereo unspecified)	12%	-1%	8%	3%	15%	-6%	0%	-2%	2%
NC(=S)NN=Cc1nccc2c(C(F)(F)C(F)(F)C(F)(F)F)cccc12	?	?	?	·	?	-3%	?	?	?
COC(=O)C1=C(c2ccc(OC(F)(F)F)cc2)C[C@@H]2CC[C@H]1N2C(=O)NCC1CC1	?	6%	-8%	-3%	10µM*	6%	?	-3%	-19%
O=c1[nH]c(=S)n(Cc2ccc(F)cc2)c(O)c1/C=N/N1CCCCC1	-8%	15%	-1%	1%	-6%	-13%	-16%	10%	9%
COc1ccc(-n2c(-c3ccccc3[N+](=O)[O-])nc3ccccc3c2=O)cc1	2%	-9%	7%	?	?	18%	-17%	0%	-1%
O=C1CSC2N1CCNC21CCCCC1 (stereo unspecified)	18%	8%	11%	-3%	1%	-7%	26%	-3%	-8%
O=P1(NCc2ccco2)COc2ccccc2OC1	9%	?	19%	-4%	-3%	-8%	-6%	-1%	-1%
O=C(c1ccc2c(c1)OCO2)N1CCC2(CC1)OCCO2	4%	-5%	12%	-11%	-5%	-8%	4%	8%	-6%
Cc1ccc(S(=O)(=O)NCC2CCC(C(=O)N3CCC4(CC3)OCCO4)CC2)cc1 (stereo unspecified)	3%	-13%	0%	-7%	-26%	0%	-3%	-4%	13%

Pulled by compound from above, three records:
SMILES	HT1080-NT tox	TDP-43 yeast inh	HT1080 IDH1KD tx	SW480 rereplic	GLP-1R inv ag	GLP-1R agonist	KB-V1 cytotox	KB-3-1 cytotox	GLP1R cytotox
Cc1cccc(N2C(=O)/C(=C/c3ccc(CN(CCC#N)S(C)(=O)=O)o3)C(=O)NC2=S)c1	-2%	6%	-8%[9.24 µM]	-4%	1%	-7%	-1%	11%	6%
O=c1[nH]c(=S)n(Cc2ccc(F)cc2)c(O)c1/C=N/N1CCCCC1	-8%	15%	-1%	1%	-6%	-13%	-16%	10%	9%
Cc1ccc(S(=O)(=O)NCC2CCC(C(=O)N3CCC4(CC3)OCCO4)CC2)cc1 (stereo unspecified)	3%	-13%	0%	-7%	-26%	0%	-3%	-4%	13%

Next compounds follow:
SMILES	HT1080-NT tox	TDP-43 yeast inh	HT1080 IDH1KD tx	SW480 rereplic	GLP-1R inv ag	GLP-1R agonist	KB-V1 cytotox	KB-3-1 cytotox	GLP1R cytotox
CC(=NCCCN1CCOCC1)c1c(O)[nH]c(=O)[nH]c1=O	1%	-9%	8%	-6%	7%	7%	21%	-3%	-4%
CC(=O)O[C@H]1CC[C@@]2(C)C(=CC[C@@H]3[C@@H]2CC[C@]2(C)C(=O)CC[C@@H]32)C1	?	?	6%	-22%	9%	20%	?	0%	4%
COc1cccc(OC)c1C(=O)Nc1nc(N)n(-c2ccccc2)n1	3%	14%	-6%	-3%	4%	-5%	3%	-3%	-19%
Cc1[nH]c2ccccc2c1/C=N/O	-3%	-15%	5%	-2%	-7%	1%	-19%	-21%	-8%
CCOc1ccc(Nc2c(S(=O)(=O)c3ccc(C)cc3)cnc3ccccc23)cc1	·	24%	·	·	?	·	?	?	-26%
CC1(C)CC2CCC(O)C2C(CCO)N1 (stereo unspecified)	2%	13%	4%	16%	18%	-6%	·	·	-1%
O=S(=O)(NC1CCCCC1)OCC(Cl)(Cl)Cl	-1%	11%	-5%	-21%	?	-1%	0%	-2%	-6%
C=CCS(=O)(=O)c1nc2ccccc2s1	-9%	22µM*	-5%	?	?	-42%[inhibitor]	23µM*	?	?
NCc1cc(=O)[nH]o1	25%	24%	6%	-1%	3%	-2%	7%	0%	3%
CCCc1c(-c2ccccc2F)ncn1CCc1ccccc1OC	?	5%	?	·	?	-1%	16µM*	?	-21%
Cc1ccc(S(=O)(=O)N(CC(=O)N2CCC(C)CC2)Cc2ccccc2F)cc1	2%	-10%	-1%	?	?	-1%	-25%	?	?
COc1ccc(NS(=O)(=O)c2ccc3c(c2)CCCN3C(=O)C2CCC2)cc1OC	·	-13%	·	·	?	·	?	2.6µM*	-2%
CCS(=O)(=O)NCc1nnc2n1-c1ccc(Cl)cc1C(c1ccccc1)=NC2	17%	-25%	17%	-8%	-12%	0%	16%	-5%	-6%
O=C1NC(=O)N(c2ccccc2F)C(=O)/C1=C/c1ccc(Oc2ccc([N+](=O)[O-])cn2)cc1	20%	?	18%	-7%	3%	-4%	0%	18%	6%
CC(=O)Nc1cc(-c2ccc(C(=O)NC3CC3)cc2)cn2c(-c3ccc(F)c(Cl)c3)cnc12	?	20%	18µM*	·	4%	-2%	?	-12%	-6%
C=C1C(=O)O[C@@H]2C[C@@H](C)[C@H]3C=CC(=O)[C@]3(O)C[C@@H]12	-19%	11%	-16%	?	-6%	1%	14%	-12%	-15%
CC(C)N(C(=O)CSc1nnc(-c2cc3ccccc3cc2O)n1Cc1ccco1)C(C)C	?	22%	?	11%	-3%	-3%	3.3µM*	15µM*	1%
COC(=O)C1=C(c2cccc(OCc3ccccc3)c2)C[C@@H]2CC[C@H]1N2C(=O)NCc1cccc(OC)c1	-4%	24%	-5%	-10%[9.22 µM]	?	-4%	?	?	11%
CC(C)(C)n1cc(C(=O)c2ccc3ccccc3c2O)cn1	20%	-26%	24%	-8%	-5%	8%	-3%	17%	51%[activator]
CC1(C(=O)O)CC12c1ccccc1-c1ccccc12 (stereo unspecified)	9%	3.2µM*	10%	-4%	2%	-1%	0%	14%	1%
Cc1cccc2c(CCN)c[nH]c12	-1%	·	2%	13%[1.84 µM]	-38%	-3%	-1%	5%	-12%
O=P(O)(O)Oc1ccccc1P(=O)(c1ccccc1)c1ccccc1	3%	10%	0%	-10%	0%	-1%	11%	-1%	-5%

Reformatted: results already given.
smiles | HT1080-NT tox | TDP-43 yeast inh | HT1080 IDH1KD tx | SW480 rereplic | GLP-1R inv ag | GLP-1R agonist | KB-V1 cytotox | KB-3-1 cytotox | GLP1R cytotox
CCCc1c(-c2ccccc2F)ncn1CCc1ccccc1OC | ? | 5% | ? | · | ? | -1% | 16µM* | ? | -21%
O=P(O)(O)Oc1ccccc1P(=O)(c1ccccc1)c1ccccc1 | 3% | 10% | 0% | -10% | 0% | -1% | 11% | -1% | -5%
